# RPL19A TOR yeast – modulators of TOR pathway RPL19A-GFP in S. cerevisiae. S. cerevisiae RPL19A-GFP strain, flow cytometry, 3 h; stronger effect = lower value. 0.3% of 330,000 active. percent response vs DMSO, % at 10 µM. AID 2025;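 active = percent response vs DMSO below 50%; inconclusive = fewer than 70 events counted for the yeast strain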;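 note: median channel GFP fluorescence of the barcoded RPL19A-GFP strain; ratio of sample median GFP to plate DMSO average so 100% = DMSO; lower means less RPL19A-GFP as with rapamycin TOR inhibition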
# AHR act – activators of human aryl hydrocarbon receptor; AID 2796; 2.5% of 320,000 active; AHR-responsive luciferase reporter cells, luminescence; activation, % at 5 µM; P35869; in the data active = activation above about 47%;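 note: 0% = vehicle wells and 100% = reference agonist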
# LAP4 TOR yeast – modulators of TOR pathway LAP4-GFP in S. cerevisiae | S. cerevisiae LAP4-GFP multiplex, flow cytometry GFP, 3 h; median GFP as percent of DMSO wells | 0.34% of 320,000 active | GFP response vs DMSO, % at 10 µM;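 active = GFP response vs DMSO above a set limit, about the screen mean plus 3 SD, cut at about 150% in these data; inconclusive = under 70 cell events counted for the yeast strain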
# MEP2 TOR yeast – yeast TOR pathway MEP2-GFP modulation | S. cerevisiae MEP2-GFP strain, flow cytometry GFP, 3 h; 100% = DMSO control level | GFP response vs DMSO, % at 10 µM | 0.51% of 330,000 active;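 active = GFP response versus DMSO above a set limit, roughly screen mean plus 3 SD, cut at about 180% in these data; inconclusive = fewer than 70 cells counted for a yeast strain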;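 note: median GFP fluorescence of the barcode-gated MEP2-GFP cells per well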
# CIT2 TOR yeast – modulators of TOR pathway CIT2-GFP in S. cerevisiae | S. cerevisiae CIT2-GFP strain, flow cytometry, 3 h; 100 means same as DMSO wells | GFP response vs DMSO, % at 10 µM | 0.065% of 320,000 active;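 active = GFP response relative to DMSO above a set limit, near the screen mean plus 3 SD, cut at about 150% in these data; inconclusive = Fewer than 70 cells measured for a yeast strain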;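 note: ratio of well median GFP fluorescence to mean of DMSO wells on the plate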
# proCasp3 act – activates human procaspase-3 | recombinant procaspase-3 D3A, Ac-DEVD-pNA absorbance 405 nm | P42574 | 0.11% of 330,000 active | activation, % at 8.5 µM;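 active = activation above the mean of all tested compounds plus 3 SD, cut at about 21% in these data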;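 note: 0% = DMSO alone and 100% = DMSO wells spiked with extra 5 µM PC-3 D3A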
# Target sequence (P42574 whole entry D9A/D28A/D175A): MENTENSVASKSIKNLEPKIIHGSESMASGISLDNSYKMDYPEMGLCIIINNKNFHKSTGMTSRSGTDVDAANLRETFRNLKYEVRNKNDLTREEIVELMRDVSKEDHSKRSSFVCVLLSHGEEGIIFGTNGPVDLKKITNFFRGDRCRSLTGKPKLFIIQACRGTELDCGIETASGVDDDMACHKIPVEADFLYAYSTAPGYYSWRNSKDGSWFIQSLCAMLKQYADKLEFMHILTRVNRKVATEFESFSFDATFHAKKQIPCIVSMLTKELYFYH
#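 Test system: Procaspase-3 D3A mutant; medium: Zinc-free HEPES/NaCl buffer with 0.01% Triton X-100 at pH 7.4; reagent: DEVD-pNA substrate; doses: one concentration, 8.5 µM nominal, 0.8% DMSO; times: 1 h preincubation plus 2 h reaction at 25 °C; signal: Epi-absorbance at 405 nm of released p-nitroaniline, 0 and 120 min; replicates: singlicate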
# proCasp7 act – counter-screen for procaspase-3 activators: activators of human procaspase-7. P55210. recombinant procaspase-7, Ac-DEVD-pNA absorbance 405 nm; D23A/D198A/D206A triple mutant, cannot self-cleave; scale: DMSO 0, 5 µM enzyme 100. activation, % at 8.5 µM. 0.093% of 330,000 active;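 active = percent activation above the screen-wide mean plus 3 SD, cut at about 25% in these data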
# Target sequence (P55210 whole entry D23A/D198A/D206A): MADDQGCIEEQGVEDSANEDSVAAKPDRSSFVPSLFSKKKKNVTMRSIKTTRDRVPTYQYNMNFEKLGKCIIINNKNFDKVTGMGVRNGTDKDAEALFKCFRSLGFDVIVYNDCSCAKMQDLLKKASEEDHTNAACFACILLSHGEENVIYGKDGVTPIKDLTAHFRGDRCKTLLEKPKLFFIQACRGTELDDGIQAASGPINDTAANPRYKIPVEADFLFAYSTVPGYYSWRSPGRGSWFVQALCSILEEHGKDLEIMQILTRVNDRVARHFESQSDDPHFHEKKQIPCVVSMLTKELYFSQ
#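 Assay system: Uncleavable procaspase-7 mutant enzyme; Input: 2 µM procaspase-7 mutant as dispensed; Also added: DEVD-pNA substrate; Medium: Zinc-free HEPES pH 7.4 with 300 mM NaCl, 0.01% Triton X-100; Timing: 1 h compound preincubation, 2 h substrate cleavage, 25 °C; Measured by: Epi-absorbance of released pNA at 405 nm, two timepoints.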
# AGP1-GFP MLPCN – yeast TOR pathway AGP1-GFP modulation. S. cerevisiae AGP1-GFP multiplex flow cytometry, 3 h; GFP as percent of DMSO wells. GFP response vs DMSO, % at 10 µM. 0.02% of 320,000 active;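 active = GFP response relative to DMSO above a set limit, near screen average plus 3 SD, cut at about 150% in these data; inconclusive = fewer than 70 cells counted for the yeast strain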;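 note: median GFP channel fluorescence of the gated AGP1 strain per well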
# Numbers without * were called inactive; ? = inconclusive; . = not tested or not shown; [ ] = dose if it differs, or a comment.
SMILES,RPL19A TOR yeast,AHR act,LAP4 TOR yeast,MEP2 TOR yeast,CIT2 TOR yeast,proCasp3 act,proCasp7 act,AGP1-GFP MLPCN
O=C(Nc1ccccc1)c1nc[nH]c1C(=O)NCCN(CCNC(=O)c1[nH]cnc1C(=O)Nc1ccccc1)CCNC(=O)c1[nH]cnc1C(=O)Nc1ccccc1,109.0,6.8,86.4,96.5,75.0,0.1,12.5,82.5
CCc1ccc(OCC(=O)Nc2cccc3c2CCCC3)cc1,98.8,2.8,97.0,98.2,88.9,2.9,-6.9,92.0
O=C(NC1CCCC1)C(=O)c1c[nH]c2ccccc12,95.5,-1.1,100.4,90.7,98.4,0.9,-1.4,95.7
CNCCCOc1cccc(Oc2ccccc2)c1,100.1,8.6,98.5,99.0,105.8,5.9,-4.2,105.7
C=CCn1c(C(CC)CC)nc2ccccc21,102.2,-2.2,102.8,105.9,105.8,3.4,12.4,106.0
CCOC(=O)C1CCN(C(=O)COC(=O)/C=C/c2ccccc2)CC1,102.2,1.0,107.5,100.1,101.8,2.3,-0.9,101.5
O=C(Nc1ccccc1[N+](=O)[O-])c1cc2ccccc2nc1Cl,104.3,11.7,116.5,105.5,96.2,4.0,4.3,103.2
O=C(COc1ccc2c3c(c(=O)oc2c1)CCC3)N1CCN(c2ccc(F)cc2)CC1,89.3,2.3,101.5,99.8,97.3,1.4,-5.8,22.8
COc1ccc(CCNC(=O)CC2(CC3=NS(=O)(=O)c4ccccc4N3)CCCC2)cc1OC,?,3.8,?,96.5[may fluoresce red],103.0[may fluoresce red],6.8,-0.5,?
CCOc1ccc(NC(=O)CSc2cn[nH]n2)cc1,97.1,-0.4,94.4,95.8,92.2,-1.1,5.8,106.9
CCN(Cc1ccncc1)C(=O)CCc1ccccc1,102.2,1.7,96.1,100.8,102.7,4.9,2.7,101.2
CCCC(=O)Nc1cc(C)cn(Cc2c(F)cccc2Cl)c1=O,103.2,-2.0,87.4,99.1,96.2,2.3,3.3,93.6
CCOC(=O)c1c(N2C(=O)Nc3ccccc3N2O)sc2c1CCCCC2,105.0,-0.2,95.1,100.2,91.8,-0.7,-1.9,88.9
Cc1ccc(C(=O)c2ccccc2C(=O)OCC(=O)N2CCCC2)cc1,93.4,1.7,94.7,95.6,90.6,-0.1,-5.8,94.7
CCN(CC)c1ccc(/C=N/NC(=S)NCc2ccco2)cc1,94.8,42.6,86.7,91.3,90.5,27.4*,14.3,86.8
O=C(NCC1CCN(S(=O)(=O)c2ccccc2)CC1)Nc1ccc(F)cc1,98.2,0.4,110.8,103.5,103.0,5.8,0.0,102.5
CCCCn1c(SCC(=O)Nc2cc(C)[nH]n2)nc2ccsc2c1=O,103.1,3.3,101.2,108.0,110.1,-0.3,-4.4,109.0
COc1ccc(-c2csc(N3N=C(C)C(C)C3=O)n2)cc1 (configuration not stated),98.4,7.3,108.0,96.5,92.6,-5.0,5.9,87.0
CC(CNC(=O)COc1ccccc1)OC(=O)Nc1ccc(Cl)c(Cl)c1 (configuration not stated),110.0,13.2,96.5,102.5,103.6,2.5,-4.9,108.6
Cc1cccc(C)c1NC(=O)CNC(=O)Cc1ccccc1[N+](=O)[O-],107.0,2.7,97.0,102.5,98.6,7.7,-8.5,102.3
N/C(=N\OC(=O)COc1ccc(Br)cc1Cl)c1cccnc1,102.4,16.5,97.1,108.5,94.9,-2.7,-0.9,91.1
NC(=O)c1cccc2ccccc12,108.4,2.2,95.5,104.9,103.3,7.5,-2.3,98.0
COc1ccccc1N(CC(=O)NCCc1ccccc1)C(=O)CCC(=O)Nc1cc(C)ccn1,107.4,6.0,102.0,112.3,117.4,4.7,-1.8,112.4
C[C@@H](NC(=O)c1[nH]cnc1C(=O)Nc1ccccc1)c1ccccc1,96.8,16.6,87.2,93.6,91.0,-2.5,-0.8,69.0
CCOC(=O)C1(C)/C(=N/Nc2ccccc2OC)C(=O)C(=O)N1c1ccccc1 (configuration not stated),92.3,3.0,94.5,97.6,.,-3.0,-0.5,93.1
C[C@H]1CC[C@]2(O[C@@H](CCO)C[C@@H](O)[C@@H]2O)O1,97.7,-2.1,105.5,97.3,101.3,0.2,4.1,89.3
C/C(CC(=O)N1CCN(C=O)CC1)=N\NC(=O)c1ccc(Cl)cc1,99.4,2.1,99.5,106.7,98.7,0.7,-4.4,97.5
COc1ccccc1OCC(=O)Nc1oc(-c2ccccc2)c(-c2ccccc2)c1C#N,94.0,22.6,90.2,95.3,100.3,-1.3,8.5,96.1
CC(=O)c1ccc(NC(=S)NC(=O)/C=C/c2ccc(F)cc2)cc1,108.6,-3.4,97.4,114.2,102.5,-1.2,-8.4,100.1
O=C(NCCCn1ccnc1)c1ccncc1,101.3,9.1,97.1,91.4,92.9,6.5,3.7,94.0
CCOc1ccc(C(NC(C)=O)c2ccc(OC)c(OC)c2)cc1 (configuration not stated),102.3,1.1,95.4,110.0,101.9,1.6,-0.6,93.7
O=C(N/C(=C\c1ccccc1)C(=O)N1CCOCC1)c1ccco1,98.2,-0.1,88.5,97.9,112.8,4.7,-3.7,104.0
CCCn1c(N)nc2ccccc21,98.0,1.5,101.6,100.2,102.2,1.9,15.1,97.9
C=CCC1(CC=C)CCCN1Cc1nc(COc2ccccc2)no1,98.3,1.0,100.2,107.4,98.0,4.5,-3.9,104.8
Cc1ccc(N2CCN(C(=O)c3ccccc3F)CC2)c(C)c1,99.7,-3.1,96.5,100.7,97.9,5.1,5.9,101.8
O=c1nc(SCc2ccccc2Cl)nc(-c2ccc(Cl)cc2)[nH]1,102.8,0.1,106.6,103.0,99.6,-4.9,11.7,103.8
Cc1ccc(NC(=O)N/C=C/c2ccc(Cl)cc2)cc1,.,12.2,104.5,105.7,94.5,-14.2,-10.6,95.8
CC(=O)N(C)c1ccc(NC(=O)Nc2cccc3ccccc23)cc1,96.5,-4.1,96.4,99.5,99.7,8.5,4.7,90.3
Brc1ccc(OCc2ccccc2)c(CNCc2ccncc2)c1,97.2,14.1,100.2,102.9,102.2,1.3,2.9,95.8
O=C(N/C(=C/c1cccnc1)C(=O)N1CCOCC1)c1ccccc1Cl,98.3,1.1,104.1,104.2,99.6,-4.7,7.1,103.2

# Retrieved by compound from above:
SMILES,RPL19A TOR yeast,AHR act,LAP4 TOR yeast,MEP2 TOR yeast,CIT2 TOR yeast,proCasp3 act,proCasp7 act,AGP1-GFP MLPCN
O=c1nc(SCc2ccccc2Cl)nc(-c2ccc(Cl)cc2)[nH]1,102.8,0.1,106.6,103.0,99.6,-4.9,11.7,103.8
C=CCC1(CC=C)CCCN1Cc1nc(COc2ccccc2)no1,98.3,1.0,100.2,107.4,98.0,4.5,-3.9,104.8

# (next part)
SMILES,RPL19A TOR yeast,AHR act,LAP4 TOR yeast,MEP2 TOR yeast,CIT2 TOR yeast,proCasp3 act,proCasp7 act,AGP1-GFP MLPCN
Cc1c(CC(=O)NCCCCCC(=O)O)c(=O)oc2c(C)c3oc4c(c3cc12)CCCC4,101.0,.,101.7,104.1,92.0,.,.,98.4
O=C(c1cc(Br)c[nH]1)N1CCCCC1,89.7,0.8,102.1,91.8,94.4,-0.5,-10.4,94.7
CCN1CCc2c(sc(NC(=S)NC(=O)c3ccccc3)c2C#N)C1,96.9,17.6,95.4,109.4,.,-26.6,-31.0,100.1
COc1ccc(CNC(=O)c2cccc(NC(=O)CC3SC(N4CCCCC4)=NC3=O)c2)cc1 (configuration not stated),106.4,0.5,97.3,111.3,124.8,2.3,4.5,105.0
O=C(COc1ccc(Cl)cc1Br)Nc1cccc(S(=O)(=O)N2CCCC2)c1,98.0,-0.1,100.1,99.3,96.7,7.5,11.4,93.6
Cn1c(SCC(=O)N2c3ccccc3Sc3ccc(Cl)cc32)nnc1-c1ccco1,94.1,1.0,101.3,96.4,94.9,-4.5,2.3,93.5
CCNC(=S)N1CCN(C(=O)C(Cc2ccccc2)NC(C)=O)CC1 (configuration not stated),94.6,-0.1,95.8,96.7,91.9,-6.3,-1.8,96.2
CCC(C(=O)NCc1ccco1)N(C(=O)CNS(=O)(=O)c1ccccc1)c1ccccc1C (configuration not stated),96.9,-0.6,91.8,99.1,96.6,0.7,6.3,98.9
Cc1ccccc1Sc1ccc(N)cn1,102.0,2.2,98.6,99.8,96.8,-5.5,-4.9,101.3
O=C(OCc1ccccc1)/C(=C(\O)c1ccccc1Br)c1ccc(-c2ccccc2)cn1,100.6,5.3,114.1,98.6,83.9,3.8,-2.4,87.6

# 3 compounds already listed, ordered by heavy-atom count, descending.
SMILES,RPL19A TOR yeast,AHR act,LAP4 TOR yeast,MEP2 TOR yeast,CIT2 TOR yeast,proCasp3 act,proCasp7 act,AGP1-GFP MLPCN
Cn1c(SCC(=O)N2c3ccccc3Sc3ccc(Cl)cc32)nnc1-c1ccco1,94.1,1.0,101.3,96.4,94.9,-4.5,2.3,93.5
O=C(COc1ccc(Cl)cc1Br)Nc1cccc(S(=O)(=O)N2CCCC2)c1,98.0,-0.1,100.1,99.3,96.7,7.5,11.4,93.6
O=C(c1cc(Br)c[nH]1)N1CCCCC1,89.7,0.8,102.1,91.8,94.4,-0.5,-10.4,94.7

# Continuation.
SMILES,RPL19A TOR yeast,AHR act,LAP4 TOR yeast,MEP2 TOR yeast,CIT2 TOR yeast,proCasp3 act,proCasp7 act,AGP1-GFP MLPCN
C=CCOC(=O)C1=C(C)OC(N)=C(C#N)C1c1ccco1 (configuration not stated),102.6,13.2,112.9,98.5,100.0,-1.2,5.6,112.5
N/C(=N\S(=O)(=O)c1cc(C(F)(F)F)cc(C(F)(F)F)c1)c1ccccc1,94.4,2.9,105.3,96.9,95.8,6.6,3.9,104.8
COc1ccc(F)cc1S(=O)(=O)NC1CCCCCC1,98.4,0.4,106.8,106.9,107.5,9.4,10.8,100.8
COc1ccc(CCNC(=O)Cn2c([N+](=O)[O-])cnc2C)cc1OC,97.2,-0.2,99.7,101.5,91.1,7.8,3.3,94.8
COc1ccc(OCc2nnc(SCC(=O)c3ccccc3)o2)cc1,90.8,-1.2,95.6,93.6,.,-4.3,-4.1,93.0
C=CC[C@@H](Cc1ccc(F)cc1)C(=O)OC[C@H]1CCCN1C(=O)[C@H](CC=C)CC(=O)N[C@H](CO)Cc1ccccc1,95.8,-0.2,83.7,89.0,97.1,-1.5,-1.5,93.5
Cn1cncc1C#Cc1ccc2cc(C3(O)CCCCC3)oc(=O)c2c1,92.4,13.6,96.2,102.0,96.4,-2.4,-0.3,92.6
Cc1cc(C)c2nc(SCC(=O)NNC(=O)c3ccco3)c(C)cc2c1,87.6,11.6,85.8,93.6,.,-0.5,4.1,88.6
O=C(Nc1ccnn1C1CCN(C(=O)c2cc(Cl)ccc2F)CC1)C1CCOC1 (configuration not stated),95.8,-0.1,98.0,96.8,98.9,-5.4,-17.6,101.3
Cc1cc(C)c(NC(=O)c2cc(S(=O)(=O)N3CCOCC3)ccc2F)c(C)c1,100.4,12.0,108.9,102.4,103.8,-5.0,-4.3,108.8
Cc1ccc(S(=O)(=O)c2cc3c(=O)n4ccccc4nc3n(C3CCCC3)c2=N)cc1,?,4.5,93.1[may fluoresce red and violet],291.1*[may fluoresce red and violet],?,-16.0,-16.0,?
CCc1ccc(S(=O)(=O)Nc2ccc(Br)cn2)cc1,98.1,4.0,85.4,96.6,94.5,2.7,0.2,83.2
